PI4K2A block = qHTS for small molecular inhibitors of PI4K2A; purified PI4K2A, ADP-Glo luminescence, 1 h; hits give low values; 420,000 compounds, 0.13% hits; activity change, negative = inhibition, % at 76.9 µM; Phosphatidylinositol 4-kinase type 2-alpha (Homo sapiens), Q9BTU6; in the data active = activity change below about -50%;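 note: -100% = wells without enzyme as full effect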
Target sequence (Q9BTU6 whole entry, looked up): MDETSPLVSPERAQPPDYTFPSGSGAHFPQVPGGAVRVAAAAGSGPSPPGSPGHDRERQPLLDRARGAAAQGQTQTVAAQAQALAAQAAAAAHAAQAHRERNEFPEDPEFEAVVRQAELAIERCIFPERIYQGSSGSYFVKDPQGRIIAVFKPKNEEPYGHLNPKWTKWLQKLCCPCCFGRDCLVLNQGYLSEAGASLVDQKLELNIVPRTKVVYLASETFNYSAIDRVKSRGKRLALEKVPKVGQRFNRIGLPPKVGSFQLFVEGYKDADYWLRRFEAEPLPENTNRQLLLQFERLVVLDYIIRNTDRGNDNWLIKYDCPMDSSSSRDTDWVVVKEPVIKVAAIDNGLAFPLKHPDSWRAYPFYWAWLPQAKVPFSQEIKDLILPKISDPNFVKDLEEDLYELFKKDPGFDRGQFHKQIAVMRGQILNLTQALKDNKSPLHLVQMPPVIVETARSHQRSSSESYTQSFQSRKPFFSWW
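Compounds are screened against recombinant PI4K2A using PI as substrate and ATP, the latter dispensed at 300 microM. Reactions run one hour at ambient temperature before ADP-Glo detection; full inhibition defined by wells lacking enzyme.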
The depositor's hits bear a star; i = inactive; & = joins results of further samples. These rows are one share of the data; rates above refer to the full screens.

Start of the listing, in advance (6 entries):
PI4K2A block,structure
-8.5,Cc1ccsc1C(=O)N1CCC1(C)C(=O)Nc1ccc2c(c1)OCCO2 (stereo unspecified)
3.0,CCc1nc2ccc(C(=O)NC3CCN(Cc4ccccc4)CC3)cn2c1N(CC)CCOC
-0.1,CCc1ccc(C=C2SC(=S)N(CCCC(=O)Nc3ccc(C(=O)O)cc3)C2=O)cc1
-9.3,O=C(Nc1ccc2c(c1)OCCO2)C(c1ccccc1F)n1c(=O)c(-c2ccco2)nc2ccccc21 (stereo unspecified)
-2.0,CCOc1ccc(CCNC(=O)c2cc3ccsc3n2C)cc1OC
-10.1,CCc1ccc2c(c1)NC(=O)C2(C)Cc1ccc(OC(F)(F)F)cc1 (stereo unspecified)

This part in full, from the start:
PI4K2A block,structure
-8.5,Cc1ccsc1C(=O)N1CCC1(C)C(=O)Nc1ccc2c(c1)OCCO2 (stereo unspecified)
3.0,CCc1nc2ccc(C(=O)NC3CCN(Cc4ccccc4)CC3)cn2c1N(CC)CCOC
-0.1,CCc1ccc(C=C2SC(=S)N(CCCC(=O)Nc3ccc(C(=O)O)cc3)C2=O)cc1
-9.3,O=C(Nc1ccc2c(c1)OCCO2)C(c1ccccc1F)n1c(=O)c(-c2ccco2)nc2ccccc21 (stereo unspecified)
-2.0,CCOc1ccc(CCNC(=O)c2cc3ccsc3n2C)cc1OC
-10.1,CCc1ccc2c(c1)NC(=O)C2(C)Cc1ccc(OC(F)(F)F)cc1 (stereo unspecified)
i,C[C@@H]1CC[C@@]2(OC1)O[C@H]1C[C@H]3[C@@H]4CC[C@H]5C[C@@H](O)CC[C@]5(C)[C@H]4CC(=O)[C@]3(C)[C@H]1[C@@H]2C
-1.5,Cc1ccc(OCc2nnc(SCC(=O)c3ccc(-c4ccccc4)cc3)n2Cc2ccco2)cc1
-1.5,Clc1cccc(C(c2ccc3nc[nH]c3c2)n2ccnc2)c1 (stereo unspecified)
-2.6,O=C(NCC1COCCO1)C1CCN(S(=O)(=O)c2cccc3ccccc23)CC1 (stereo unspecified)
4.8,COc1ccccc1-c1cccc(-c2nc(C(=O)Nc3nccs3)cc3c2[C@H](CCO)N(C(C)=O)C3)c1
-19.3,CC(=O)c1cccc(-c2ccnc3c2CC(C(=O)Nc2cccc(Oc4ccccc4)c2)O3)c1 (stereo unspecified)
1.1,Cn1c(=O)c2cc(S(=O)(=O)N3CCN(c4ccc(F)cc4)CC3)ccc2n(C)c1=O
0.0,O=C(Nc1ccc(Cl)cc1)c1csc([C@H]2C[C@H](O)[C@@H](CO)O2)n1
-4.3,COC(=O)[C@]12CCCCC=C1N(Cc1ccc(Cl)cc1Cl)C(=O)[C@H](CC(=O)NCC13CC4CC(CC(C4)C1)C3)C2
-5.6,COc1ccc(S[C@]2(C(=O)N3CCCC3)CC(=O)N(c3ccccc3OC)[C@@H]2c2ccc(OC)cc2)cc1
-4.7,Brc1ccc(-c2nn3c(-c4ccccc4)nnc3s2)o1
-4.1,CC1=CC(=O)C(C(C)C)=C/C1=N\OS(=O)(=O)c1ccc(F)cc1
1.2,Cc1cccc(COC[C@H](CC(C)C)N2CCN(C(=O)c3ccc(C(F)(F)F)cc3)CCC2=O)c1
-1.4,Cn1cnc(S(=O)(=O)N2CCCC(c3cc(C(=O)Nc4ccc(F)c(Cl)c4)no3)C2)c1 (stereo unspecified)
-6.8,CC(C(=O)NC(C)(C)C)n1c(-c2ccccc2)nc2ccccc21 (stereo unspecified)
3.9,CCNC(=O)C1CCCN(Cc2cc(-c3ccccc3)on2)CC1 (stereo unspecified)
2.3,COC(=O)[C@]12C[C@H](CC(=O)N3CCCCC3)C(=O)N(Cc3cccc4ccccc34)C1=C[C@H](C(C)C)O[C@@H]2C1CC1
0.4,O=C(NCc1ccco1)Nc1nnc([C@H]2C[C@H](O)[C@@H](CO)O2)s1
2.6,O=C(O)CC1CC(O)CCC1=O (stereo unspecified)
-28.5,OCc1ccccc1-c1ccc2nccn2c1
3.9,CCCC(=O)N1CCC1(C)C(=O)Nc1ccccn1 (stereo unspecified)
-5.0,CC(C)NC(=O)OC1CC2CC1[C@H]1CCCCN1C2=O (stereo partly specified)
-3.5,O=C(NC1CCCCN(Cc2ccc(OC(F)(F)F)cc2)C1=O)c1ccc(F)c(F)c1 (stereo unspecified)
3.5,CCCC(=O)N1CCCC(c2cc(C(=O)NCc3ccccc3)no2)C1 (stereo unspecified)
-3.3,O=C(NCc1cccnc1)O[C@H]1CC[C@@]23CCCN2C(=O)CCC[C@H]3C1
-1.9,COCCCN1C(=O)[C@H](CC(=O)NCc2ccc(C)o2)[C@]2(C(=O)OC)CCCCC=C12
1.5,Cc1cc(=O)[nH]c(SCC(=O)Nc2cccc(Cl)c2F)n1
0.8,COc1ccc(C(=O)O[C@@H]2CCC[C@@]3(C(=O)N(Cc4ccccc4)c4ccccc43)[C@H]2NC(=O)CCc2ccccc2)cc1OC
1.7,Cc1ccc2nc(-c3ccc(Cl)cc3)c(Cc3ccccc3C(F)(F)F)n2c1
-0.9,CC(C)NC(=O)N(C)C[C@@H]1OCCCC[C@@H](C)Oc2ccc(NC(=O)Nc3ccc(F)cc3)cc2C(=O)N([C@H](C)CO)C[C@@H]1C
i,C[C@@H](O)[C@H](N)C(=O)O
-2.8,CCc1nc2c(OCc3ccc(Cl)cc3Cl)cccn2c1N(C)C(=O)c1ccccc1F
-1.9,CN(Cc1ccc(Cl)cc1)C(c1cc2ccccc2o1)c1nnnn1C(C)(C)C (stereo unspecified)
0.0,CC(=O)NC(c1cccc(F)c1)c1nc(-c2cccc(C(=O)O)c2)cs1 (stereo unspecified)
-1.2,OC(c1ccc(CN2CCCCC2)cc1)c1ncc(-c2ccccc2F)[nH]1 (stereo unspecified)
1.3,N#Cc1ccc(Cn2ccc3ccc(-c4ccc5ccn(C(=O)C6CC6)c5c4)cc32)cc1
5.6,CC(=O)N1c2cc(S(=O)(=O)Nc3c(C)n(C)n(-c4ccccc4)c3=O)c(Br)cc2CC1C (stereo unspecified)
-0.8,O=C(Nc1ccc(Br)cc1)OCCCN1CCC2(CCCCC2)C1=O
1.9,Cc1ccc(-c2nc3ccccc3n2C(C)C(=O)NC(C)(C)C)cc1 (stereo unspecified)
-3.0,CC[C@H](C)[C@@H]1OC(=O)[C@@H](C)[C@@H](CC)NC(=O)[C@H](C)N(C)C(=O)C(C)(C)C(=O)C(C)NC(=O)[C@H](Cc2ccccc2)N(C)C(=O)[C@H](C(C)C)N(C)C(=O)CNC(=O)[C@H](CC(C)C)N(C)C(=O)CNC1=O (stereo partly specified)
-0.8,COC(=O)C1CN(Cc2cn(Cc3ccc(F)cc3)nn2)CCS(=O)(=O)N1Cc1ccccc1 (stereo unspecified)
1.9,CC(=O)N1CCOCC1c1cc(C(=O)Nc2ccccc2)no1 (stereo unspecified)
-6.7,Cc1ccccc1NC(=O)Nc1nc(C(N)c2ccccc2)cs1 (stereo unspecified)
0.0,O=C(CCc1nc(-c2ccccc2F)no1)NCCc1cccc(F)c1
0.9,COC(=O)N1CCC2CC1c1c(Cl)cccc12 (stereo unspecified)
-5.2,O=C(NC(c1ccccc1)c1ccc2ccccc2n1)C1CCN(Cc2cccc(C(F)(F)F)c2)CC1 (stereo unspecified)
0.5,CCCN(CCC)Cc1cc(=O)oc2cc(OC)ccc12
1.3,Cc1ccc(S(=O)(=O)N2C[C@H]3[C@H]4C(=O)N(c5ccccc5)C(=O)[C@H]4CC(=O)[C@H]3[C@@H]2c2ccccc2)cc1
4.3,COC(=O)C1CN(Cc2cn(Cc3ccccc3)nn2)CCS(=O)(=O)N1Cc1ccc(C)cc1 (stereo unspecified)
8.3,CCOC(=O)[C@]12CCCC=C1N(Cc1cccc3ccccc13)C(=O)[C@H](CC(=O)N1CCCCC1)C2
0.8,CC(C)CNC(=O)C1CSCCS(=O)(=O)N1Cc1ccc(F)cc1 (stereo unspecified)
-3.4,CCOC(=O)C1(C)CCCN(C(=O)c2cc(C#N)cs2)C1 (stereo unspecified)
2.2,OC1(c2ccccc2)CCNCC1
-11.9,Cc1cccc(CN2CCN(C3CN(Cc4cn(Cc5cccc(Cl)c5)nn4)S(=O)(=O)C3)CC2)c1 (stereo unspecified)

Overlap with the part before: two entries; new compounds follow.
PI4K2A block,structure
2.2,OC1(c2ccccc2)CCNCC1
-11.9,Cc1cccc(CN2CCN(C3CN(Cc4cn(Cc5cccc(Cl)c5)nn4)S(=O)(=O)C3)CC2)c1 (stereo unspecified)
4.0,O=C(C[n+]1ccc2ccccc2c1)c1ccc2ccc3ccccc3c2c1
-4.3,CCc1nc2c(OCCn3cccc3)cccn2c1N(C=O)Cc1ccccc1
-0.9,CO[C@H]1CN(C)C(=O)c2ccc(NC(=O)c3ccc4c(c3)OCO4)cc2OC[C@H](C)N(CC2CC2)C[C@@H]1C
0.8,CC1(C(=O)NS(=O)(=O)c2cccc(C#N)c2)CCN1C(=O)c1ccccc1 (stereo unspecified)
5.5,Cc1ccc(CN2CCCCC(NC(=O)c3ccc(COc4ccccc4)cc3)C2=O)cc1 (stereo unspecified)
-4.0,C[C@H]1[C@@H](C(=O)N2CCCC2)Cc2nc3ccccc3nc2C[C@@H]1c1ccccc1
3.4,Cc1nc(C(F)(F)F)ccc1C(=O)N1CCCC(C)(C(=O)O)C1 (stereo unspecified)
1.0,O=C(NC1CCCCN(Cc2ccc(Cl)cc2)C1=O)c1ccccc1 (stereo unspecified)
-0.6,COC(=O)C[C@H]1C=C[C@@H](NC(=O)Nc2cccc(OC)c2)[C@@H](CO)O1
-1.2,O=C1C(O)=C(O)C(=O)C(O)=C1O
-0.2,CCCCC/C=C\C/C=C\CCCCCCCC(=O)NC(C)c1ccccc1 (stereo unspecified)
-3.4,CCCCNC(=O)C1CCCN1C(=O)Nc1cc(Cl)cc(Cl)c1 (stereo unspecified)
-3.5,CCOC1=C2CN(S(=O)(=O)c3ccc(C)cc3)[C@H](c3cccc4ccccc34)C[C@H]2[C@H]2C(=O)N(c3ccccc3)C(=O)[C@H]2C1
16.5,CCC[C@H]1[C@@H](NC(=S)Nc2ccccc2Cl)CC[C@@]23CCCN2C(=O)CCC[C@@H]13
-1.3,CC(C)(C)OC(=O)N1CCc2onc(-c3ccccc3[N+](=O)[O-])c2C1=O
-3.0,COc1cccc(-c2cnc3c(NC=O)cc(-c4ccc(OC)cc4OC)cn23)c1
-0.9,CN(C)c1ccc(CC(=O)N2CCCC(c3cc(C(=O)Nc4ccccc4)no3)C2)cc1 (stereo unspecified)
5.8,CCCC1CCC2(CCCN2CCOC(=O)Nc2ccccc2OC)CC1 (stereo unspecified)
1.6,COc1ccc(-c2ccc(C(=O)Nc3ccc4c(c3)OCO4)c3occc23)c(C)c1
-3.1,CC(C)CNC(=O)C1(C)CCCN1C(=O)c1cc2ccccc2s1 (stereo unspecified)
-3.5,O=[N+]([O-])c1cncc2[nH]cnc12
0.0,O=C(/C=C/[C@H]1O[C@@H](n2ccc(=O)[nH]c2=O)[C@H](O)[C@@H]1O)NCCN1CCCC1
3.5,CS(=O)(=O)Nc1cccc(NC(=O)C2Cc3c(-c4ccco4)ccnc3O2)c1 (stereo unspecified)
-4.3&0.3,N#CCc1ccc(OCCCN2CCC(C(O)(c3ccccc3)c3ccccc3)CC2)cc1
-0.9,O=C(C[C@@H]1C=C[C@@H](NC(=O)Nc2cccc(F)c2)[C@@H](CO)O1)NCC1CCCCC1
-1.1,Cc1ccc(S(=O)(=O)N2C[C@H]3C(=O)C[C@@H](c4ccccc4)N(S(=O)(=O)c4ccc(C)cc4)[C@H]3C[C@H]2c2cccc3ccccc23)cc1
-15.0,CC(CN1CCCCC1)NC(=O)c1scnc1-c1ccccc1 (stereo unspecified)
5.1,CC(C)C[C@H]1CN([C@@H](CC(C)C)CN2CCC[C@H]2CN2C(=O)C(=O)NC[C@@H]2Cc2ccc(O)cc2)C(=O)C(=O)N1CC1CCCCCC1
-1.7,O=C(NCc1ccc(Cl)c(Cl)c1)c1cc(C2CCCCN2C(=O)CCc2ccccc2)on1 (stereo unspecified)
0.7,CC(=O)c1ccc(OC2(C)CCN(Cc3cc4ccccc4[nH]3)C2)cc1 (stereo unspecified)

Among those listed so far, these have a nitro group on carbon:
PI4K2A block,structure
-1.3,CC(C)(C)OC(=O)N1CCc2onc(-c3ccccc3[N+](=O)[O-])c2C1=O
-3.5,O=[N+]([O-])c1cncc2[nH]cnc12

Further compounds follow.
PI4K2A block,structure
-1.5,CN(C)[C@@H]1CCN(c2ccc3c(c2)O[C@@H]2CCN(C2)S3(=O)=O)C1
3.5,O=C(CSc1nnc(-c2cnccn2)n1-c1ccccc1)c1ccc(F)cc1
4.3,CC1(C(=O)NS(=O)(=O)c2ccc(Cl)cc2)CCN1C(=O)Cc1ccccc1Cl (stereo unspecified)
6.9,O=C(NC(c1ccccc1)c1ccsc1)C1CCN(Cc2ccc(Cl)c(Cl)c2)CC1 (stereo unspecified)
-2.1,CC1(C(=O)NS(=O)(=O)c2ccc(F)cc2F)CCN1C(=O)Cc1cccc2ccccc12 (stereo unspecified)
3.0,COC(=O)Cn1nc(-c2ccccc2)c2cccc(C(F)(F)F)c21
-1.6,O=C(CC[C@H]1O[C@@H](n2ccc(=O)[nH]c2=O)[C@H](O)[C@@H]1O)N[C@H](Cc1ccccc1)C(=O)NC1CCCCC1
-3.9,CCCCNC(=O)C[C@@H]1C[C@@]2(C(=O)OC)CCCCC=C2N(Cc2ccc3c(c2)OCO3)C1=O
0.2,CC(O)(c1ccccc1)c1nc(-c2cc3ccccc3o2)cs1 (stereo unspecified)
-1.1,O=C(c1cccs1)n1ccc2ccc(-c3ccc4ccn(C(=O)c5cccs5)c4c3)cc21
3.4,O=C(NCCN1CCC(n2c(=O)[nH]c3ccccc32)CC1)c1cccnc1Cl
-1.1,CCc1nc2c(OC)cccn2c1N(C)C(=O)c1ccccc1F
-4.2,CCOC1=C2[C@@H](CN(S(=O)(=O)c3ccc(C)cc3)[C@H]2c2ccccc2F)[C@H]2C(=O)N(CC)C(=O)[C@H]2C1

From PubChem
